TNAP inh noacc: inhibitors of human TNAP without phosphate acceptor; 200,000 tested, 0.26% active; inhibition, % at 20 µM; P05186; purified TNAP, CDP-star luminescence, 30 min;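 active = tissue-nonspecific alkaline phosphatase inhibition above about 50% at 20 µM in the single-dose screen, limit read from the data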;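 note: 0% = DMSO negative control and 100% = EDTA positive control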
Target sequence (P05186 whole entry, looked up): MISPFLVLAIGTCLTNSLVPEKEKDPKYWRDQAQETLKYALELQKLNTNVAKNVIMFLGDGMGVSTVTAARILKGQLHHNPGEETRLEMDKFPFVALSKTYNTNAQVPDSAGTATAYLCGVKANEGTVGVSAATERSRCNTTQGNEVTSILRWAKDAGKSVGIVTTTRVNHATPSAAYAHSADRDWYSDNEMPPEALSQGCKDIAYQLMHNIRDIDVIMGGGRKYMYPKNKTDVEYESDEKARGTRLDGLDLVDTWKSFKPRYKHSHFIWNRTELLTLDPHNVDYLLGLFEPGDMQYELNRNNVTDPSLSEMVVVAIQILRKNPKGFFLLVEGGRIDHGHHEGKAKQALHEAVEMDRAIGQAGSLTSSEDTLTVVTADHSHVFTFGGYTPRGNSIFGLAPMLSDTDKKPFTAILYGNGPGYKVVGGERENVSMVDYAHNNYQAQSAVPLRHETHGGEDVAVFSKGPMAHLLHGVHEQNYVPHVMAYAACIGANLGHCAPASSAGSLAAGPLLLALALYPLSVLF
bIAP activator: intestinal alkaline phosphatase (bovine) activation; purified bovine IAP, CDP-star luminescence, 30 min; active compounds read high; fold of DMSO-control signal, blank-subtracted; 200,000 tested, 0.17% active; AID 1016; activation factor at 20 µM;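 active = activation factor of 2 or more at 20 µM, a signal rise over negative controls twice the positive control's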
Diaphorase act: diaphorase activation or chemical reduction counter-screen | Diaphorase/resazurin coupled assay, resorufin fluorescence, 16 min; active compounds read high; 1 = vehicle wells, 0 = NADH-free wells | 190,000 tested, 0.005% active | activation factor at 20 µM | AID 1229;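 active = diaphorase activity raised at least twofold by the compound at 20 µM; inactive = activation factor below 2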
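Material: Purified diaphorase enzyme from Clostridium kluyveri | Buffer or medium: 50 mM HEPES pH 7.4 with 4.542 mM MgCl2, 0.005% Tween 20 | Times: 16 min enzyme reaction, ambient temperature | Signal: Red resorufin fluorescence at 544/590 nm excitation/emission | Measure: Increased resorufin signal from activators or reducing compounds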
PMI act: phosphomannose isomerase (human) activation; activation factor at 20 µM; P34949; purified human PMI, coupled resazurin fluorescence, 20 min; active compounds read high; 1 = vehicle control, 0 substrate-free wells; 190,000 tested, 0.005% active;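 active = activation factor of 2 or more at 20 µM, relative to plate controls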
Target sequence (P34949 whole entry, looked up): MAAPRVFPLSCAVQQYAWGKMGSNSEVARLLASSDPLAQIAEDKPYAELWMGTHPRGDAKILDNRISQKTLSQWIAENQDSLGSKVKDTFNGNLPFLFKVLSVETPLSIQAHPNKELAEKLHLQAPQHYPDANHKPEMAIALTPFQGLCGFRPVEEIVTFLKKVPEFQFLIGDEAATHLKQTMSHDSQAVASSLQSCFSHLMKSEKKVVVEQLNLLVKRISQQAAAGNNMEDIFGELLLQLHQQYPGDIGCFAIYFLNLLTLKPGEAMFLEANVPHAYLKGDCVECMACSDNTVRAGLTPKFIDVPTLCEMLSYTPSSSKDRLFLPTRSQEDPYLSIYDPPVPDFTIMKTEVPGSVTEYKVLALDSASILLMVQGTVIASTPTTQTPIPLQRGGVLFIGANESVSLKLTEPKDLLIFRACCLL
PMI act satM6P: activators of human phosphomannose isomerase at near-saturating mannose 6-phosphate | P34949 | coupled PMI enzyme assay, resazurin fluorescence, 20 min; active compounds read high; 1 = untreated enzyme, 0 = substrate-free blank | activation factor at 20 µM | 190,000 tested, 0.34% active | AID 1216;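 active = activation factor of 2 or more at 20 µM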
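Test system: Human PMI in coupled enzyme assay | Input: 15 ng/mL PMI | Medium: HEPES-buffered pH 7.4 with magnesium and detergent | Compound: One concentration, 20 µM, in 1% DMSO | Incubation: Enzyme reaction with compound 20 min at room temperature | Detection: Diaphorase-driven resazurin-to-resorufin fluorescence, excitation 544, emission 590 nm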
Diaph inh CS: diaphorase inhibition or chemical oxidation counter-screen. diaphorase resazurin-to-resorufin fluorescence, NADH, 16 min; bacterial (C. kluyveri) enzyme, not human. inhibition, % at 20 µM. 190,000 tested, 0.69% active;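 active = primary screen inhibition at 20 µM above a set limit, cut at about 50% in these data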;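 note: plate controls were DMSO with full reaction for no effect and wells lacking NADH for full effect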
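material = Clostridium kluyveri diaphorase enzyme | amount = 0.14 U/mL diaphorase, enzyme working solution | schedule = incubation 16 min, room temperature | detection = fluorescence of resorufin formed from resazurin, Ex 544/Em 590 nm | benchmarks = positive control minus NADH, DMSO neutral control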
bIAP inh: blocks bovine intestinal alkaline phosphatase activity; 190,000 tested, under 10 active; inhibition, % at 20 µM; purified bovine IAP, CDP-star luminescence, 30 min;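 active = over 50% inhibition of intestinal alkaline phosphatase at 20 µM in the single-dose screen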
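Assay system – bovine IAP enzyme · Quantity – bovine IAP at 1/65,000,000 final dilution · Detection – CDP-star luminescence signal · Times – 30 min reaction at room temperature · Also added – CDP-star substrate at 30 µM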
TNAP inh hi DEA: TNAP (human) inhibition, high acceptor. P05186. purified TNAP, CDP-star luminescence, 1 M DEA. inhibition, % at 20 µM. 200,000 tested, 0.03% active;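 active = over 50% inhibition of tissue-nonspecific alkaline phosphatase at 20 µM in the single-dose screen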;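 note: plate controls were DMSO wells for no effect and EDTA-quenched wells as full inhibition for full effect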
TNAP act hiacc: activators of human TNAP at high phosphate acceptor concentration. P05186. purified TNAP, CDP-star luminescence, 1 M DEA, 30 min; active compounds read high; 0 = EDTA background, 1 = DMSO-only activity. activation factor at 20 µM. 200,000 tested, under 10 active;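 active = activation factor at least 2 at 20 µM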
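Test system – human TNAP · Doses – 20 µM single point · Incubation – 30 min, room temperature · Signal – luminescent substrate turnover signal · Read-out basis – activation factor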
Lmaj promast: inhibitors of Leishmania major promastigote growth; Leishmania major promastigotes, resazurin fluorescence viability; 200,000 tested, 9% active; inhibition, % at 10 µM; in the data active = inhibition above about 50%;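 note: promastigotes grown with compound for 44 hours at 28 °C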
* marks the source's active call; other numbers are inactive results. Rows are unselected. About 10% of those tested had a hit in this group.

Screens in order: TNAP inh noacc	bIAP activator	Diaphorase act	PMI act	PMI act satM6P	Diaph inh CS	bIAP inh	TNAP inh hi DEA	TNAP act hiacc	Lmaj promast
CSc1ccccc1NC(=O)c1ccc(C)o1
    -4	0.7	0.9	0.9	0.9	10	28	1	1	-8
CC(=O)Nc1nc(C)c(-c2csc(Nc3ccccn3)n2)s1
    -2	1.1	0.8	0.9	0.7	18	-7	0	1	4
Cc1ccc(NC(=O)Cn2nc(C(F)(F)F)c3c2CCC3)cc1
    -10	0.6	1	1	1.1	3	35	-4	1	-4
C(=C\c1ccco1)/c1nc2ccccc2[nH]1
    -4	1.3	0.7	1.4	1.4	33	-26	-1	1	12
O=C(O)c1ccc2c(c1)N(Cc1cccc(F)c1)C(=O)CS2
    -3	0.9	1	1.1	1.1	-4	5	-10	1.1	0
CNC(=O)/C(C#N)=C/c1c(F)cccc1Cl
    -5	1	1	1	1	0	4	-2	1	99*
Cc1ccc(-c2nnc(NCc3nc4ccccc4[nH]3)c3ccccc23)cc1S(=O)(=O)N1CCCCC1
    -10	0.9	0.9	1	1.2	12	13	0	1	2
C(=NC12CN3CN(CN(C3)C1)C2)c1ccc2c(c1)OCO2
    -10	0.8	1	1	1	3	17	-3	1	-2
COC(=O)Cc1c(O)ccn(CCc2ccc(OC)c(OC)c2)c1=O
    11	0.9	1.1	1.1	1.1	-9	10	3	1	-2
CCCN(Cc1cc2cc(OC)ccc2[nH]c1=O)C(=O)c1ccncc1
    -13	1	1	1	0.9	0	-1	-6	1.1	12
O=C(NC1CCCCC1)c1nc2c(nnn2Cc2ccccc2Cl)c(=O)[nH]1
    -2	1	1	1	1	4	-1	1	1	-2
COc1ccc(-n2c(N)c(C(=O)NCc3ccco3)c3nc4ccccc4nc32)c(OC)c1
    -25	1.1	0.7	1.1	1.3	34	-7	-4	1	22
CS(=O)(=O)N(CC(=O)N1CCN(c2ccccc2)CC1)c1cc(C(F)(F)F)ccc1Cl
    -7	1.1	1	1	1.1	-3	-9	-4	1	-7
NC1=NS(=O)(=O)NC1c1cccc(F)c1 (configuration not stated)
    -5	1	0.9	1	1	8	4	4	1	-6
COC(=O)CN(Cc1ccco1)S(=O)(=O)c1ccccc1
    -6	1	0.8	0.9	1	15	-4	0	1	-4
COc1cc(C)c(S(=O)(=O)N2CCN=C2c2ccccc2)cc1C
    -11	1.1	1	1	1.1	0	-5	-2	1	94*
Cc1nnc(C)n1/N=C/C=C/c1ccccc1
    -10	0.8	0.9	1	1	11	16	-4	1	0
Cc1ccc(C(=O)Oc2coc(CSc3nnc(NC(=O)C4CC4)s3)cc2=O)cc1
    -6	1.1	0.9	0.9	0.9	8	-8	8	0.9	-10
CCOc1ccccc1N(CC(=O)OC)S(=O)(=O)c1ccccc1
    -14	1	0.9	1.1	1	12	4	-8	1.1	1
C=CCNC(=O)c1ccc(CNS(=O)(=O)c2ccc(NC(C)=O)cc2)cc1
    -9	0.9	0.9	0.9	1	10	13	-2	1	-1
O=C(COC(=O)C1CCCCC1C(=O)N1CCc2ccccc21)NCc1ccco1 (configuration not stated)
    -8	1	0.8	1	0.9	24	-4	-9	1.1	43
CSc1ccc(Cl)c(C(=O)OCC(=O)NCC(C)C)c1
    -2	0.7	0.9	1	1	5	32	5	1	12
O=c1cc(C(F)(F)F)nc(-c2ccccc2)[nH]1
    -13	0.9	0.9	1	1	12	8	-4	1	-5
O=C(CN1C(=O)c2ccccc2C1=O)Nc1ccccc1C(=O)NC1CCCCCC1
    -10	1	1	1.1	1	0	5	-3	1	-3
Cc1ccc(CCNC(=O)C2CCC(CNc3c(N4CCCC4)c(=O)c3=O)CC2)cc1 (configuration not stated)
    -11	1.2	0.9	1	0.9	11	-17	-4	1	-6
O=C(Cc1cccs1)Nc1nnc(Cc2ccccc2)s1
    -4	1	0.8	1.2	1.2	24	-2	1	1	-2
Cc1ccccc1-c1nc(CS(=O)CC(=O)NCc2ccccc2)c(C)o1 (configuration not stated)
    3	1	1	1	1.1	-5	-4	-6	1.1	-1
O=C(Oc1ccccc1C(=O)Oc1ccccc1)c1ccco1
    -8	1	0.8	0.9	0.9	16	4	-5	1	-6
COc1ccc(-c2[nH]c(-c3ccccc3)nc2SCC(=O)NC2CCCC2)cc1
    -11	0.8	0.9	1	1	11	20	0	1	20
Cc1ccc2[nH]cc(CCNC(=O)c3cccnc3)c2c1
    -6	0.8	1	1.1	1.1	0	18	-9	1.1	-1

Further compounds.
Screens in order: TNAP inh noacc	bIAP activator	Diaphorase act	PMI act	PMI act satM6P	Diaph inh CS	bIAP inh	TNAP inh hi DEA	TNAP act hiacc	Lmaj promast
CCOc1ccc(Nc2nc(N)nc(CN(C)C3CCCCC3)n2)cc1
    7	1	0.9	0.9	0.9	7	4	5	0.9	12
CCn1cc(S(=O)(=O)Nc2ccccc2C(F)(F)F)cn1
    -14	0.9	1	1.1	1.1	4	10	-6	1.1	3
Cc1cc2cc(CNC(=O)c3ccc(S(=O)(=O)N4CCCC4)cc3)ccc2n1C
    -3	0.8	0.9	0.8	0.9	10	16	2	1	-3
OC(COCCC12CC3CC(CC(C3)C1)C2)CN1CCCC1 (configuration not stated)
    -10	0.9	1.1	1.1	1.1	-8	15	-2	1	91*
CC1CC(C)CN(Cc2nc(N)nc(Nc3ccc4ccccc4c3)n2)C1 (configuration not stated)
    0	1.1	0.9	0.9	0.8	10	-7	0	1	95*
CC/C(=N\NC(=O)CSCc1ccccc1Br)c1ccc2c(c1)OCCO2
    -9	0.7	0.9	1	1	9	34	-6	1.1	-5
Clc1ncn(CCOc2ccccc2)c1Cl
    -8	0.8	1	1	1	4	16	-5	1	-6
CCC[N+](CC#Cc1ccccc1)(CCC)CC(=O)c1ccc(Cl)cc1
    -11	1	1	1.1	1.2	1	1	2	1	100*
COc1cccc(C(=O)Nc2ccc(S(=O)(=O)NCc3ccco3)cc2)c1
    -18	0.9	0.9	1	1	13	12	-6	1.1	-7
COC(=O)c1[nH]c2ccc(Cl)cc2c1NC(=O)CCN1CCOCC1
    3	1	0.8	0.8	0.6	19	1	-1	1	4
Cc1cc(Cl)c(S(=O)(=O)N2CCCC2)cc1OCC(N)=O
    -4	1.1	1	1.1	1	0	-5	1	1	4
Cc1cccc(C(=O)N2CCN(c3ccc([N+](=O)[O-])c(NCc4ccco4)c3)CC2)c1
    14	0.9	0.8	0.8	0.7	23	13	8	0.9	39
Cc1ccc(O/C=C2\OC(=O)c3ccccc32)cc1
    -4	0.9	1	0.9	1.1	5	6	2	1	-6
O=C(/C=C/c1ccccc1)Nc1nnc(SCC(=O)c2ccc3ccccc3c2)s1
    15	1.1	1	0.9	1.1	0	-6	-2	1	-3
CCC(C)(C)n1nnnc1C(c1ccccc1F)N1CCC(C(N)=O)CC1 (configuration not stated)
    -11	0.9	0.8	1	0.9	20	5	-6	1.1	-6
COc1ccc(-n2c(C)cc(/C=C/c3nc(O)c([N+](=O)[O-])c(=O)[nH]3)c2C)cc1
    11	1	0.9	1	1	13	2	11	0.9	-9
COc1ccc(C(C(=O)NC2CCCC2)N(Cc2ccc(F)cc2)C(=O)c2ccn[nH]2)cc1OC (configuration not stated)
    -64	2.1*	0.9	0.9	1	11	-114	-4	1	-3
Cc1cc(F)ccc1NC(=O)c1cccnc1
    2	1.1	0.9	1	0.9	7	-6	1	1	-2
CCNC(=O)c1ccc(-n2nc(C)cc2-c2ccccc2)cc1
    -8	1.1	0.9	0.9	0.9	13	-10	-2	1	-3
Cc1ccc2nsnc2c1S(=O)(=O)NCc1ccc2c(c1)OCO2
    -12	0.9	0.9	1	1.1	7	11	-4	1	4
CC(=O)N(CC(=O)O)c1ccccc1
    -4	0.7	0.9	1	1	9	27	-2	1	5
COc1ccc(NC(=O)NC2CCCCC2C)cc1 (configuration not stated)
    -3	1	0.9	1	1.1	10	2	-1	1	2
CC12C(=O)N(c3ccc(C(=O)N4CCOCC4)cc3)C(=O)C1C1c3ccccc3C2c2ccccc21 (configuration not stated)
    -14	0.9	0.9	1	1	10	11	0	1	7
COc1ccc(Nc2nc(N3CCCC3)c3ccccc3n2)cc1
    -9	0.9	1.2	0.8	0.9	-19	8	-6	1.1	100*
CCOC(=O)CSc1nc2cc(C(=O)NCc3ccco3)ccc2c(=O)n1C1CCCCC1
    -13	0.9	1	0.9	0.9	4	11	-3	1	5
COc1cccc(/C=C2\SC(=S)NC2=O)c1OS(=O)(=O)c1ccc(NC(C)=O)cc1
    -6	1	0.6	1	1.1	40	-5	4	1	-13
COCCN(CCOC)S(=O)(=O)c1ccc(C(=O)Nc2nc3c(s2)CCc2ccccc2-3)cc1
    -1	1	0.9	0.9	0.7	11	5	3	1	78*
CC(=O)c1c(C)nc2ccc(Br)cc2c1C(=O)O
    -9	1	0.9	1	1.1	7	4	-5	1.1	-6
CCCCNCc1cc(Br)c(OCc2cccs2)c(OC)c1
    -14	1	1	1	0.9	-1	3	-9	1.1	101*
CCOC(=O)C1(CC2CCCCO2)CCN(S(=O)(=O)c2cc(C)cs2)CC1 (configuration not stated)
    -4	1.2	0.8	1	0.9	21	-17	-6	1.1	1
Cc1ccc(-c2nn3c(C)nnc3s2)cc1NC(=O)c1cccnc1
    -8	1	0.8	0.8	0.9	20	-4	-5	1.1	3
CC(C)N=C(NS(=O)(=O)c1ccccc1)C(Cl)(Cl)Cl
    -2	1.1	1	0.9	1	0	-12	0	1	85*

Retrieved one by one from above:
Screens in order: TNAP inh noacc	bIAP activator	Diaphorase act	PMI act	PMI act satM6P	Diaph inh CS	bIAP inh	TNAP inh hi DEA	TNAP act hiacc	Lmaj promast
OC(COCCC12CC3CC(CC(C3)C1)C2)CN1CCCC1 (configuration not stated)
    -10	0.9	1.1	1.1	1.1	-8	15	-2	1	91*
Cc1ccc2nsnc2c1S(=O)(=O)NCc1ccc2c(c1)OCO2
    -12	0.9	0.9	1	1.1	7	11	-4	1	4

Profiles as entered above:
Profile of `CCOC(=O)CSc1nc2cc(C(=O)NCc3ccco3)ccc2c(=O)n1C1CCCCC1` : TNAP inh noacc: -13; bIAP activator: 0.9; Diaphorase act: 1; PMI act: 0.9; PMI act satM6P: 0.9; Diaph inh CS: 4; bIAP inh: 11; TNAP inh hi DEA: -3; TNAP act hiacc: 1; Lmaj promast: 5
Profile of `CCC[N+](CC#Cc1ccccc1)(CCC)CC(=O)c1ccc(Cl)cc1` : TNAP inh noacc: -11; bIAP activator: 1; Diaphorase act: 1; PMI act: 1.1; PMI act satM6P: 1.2; Diaph inh CS: 1; bIAP inh: 1; TNAP inh hi DEA: 2; TNAP act hiacc: 1; Lmaj promast: 100*

From PubChem BioAssay
